# CaV13 FRET inh = Disruptors of the CACNA1D IQ motif to Ca2+-dependent inactivation inhibitor domain association, primary screening, Förster resonance energy transfer in intact living …; AID 743397; HEK cells, CFP/YFP FRET ICDI-IQ, plate reader, 10 min; percent FRET-ratio fall versus neutral wells; inhibition, % at 12.3 µM; hit rate 0.098% among 340,000;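 active = mean replicate inhibition of at least 30% and at least 1% of replicates passing that level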;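 also: 0% = median of the neutral control wells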
# HIF-2a inh = HIF-2a inhibition; 786-0 RCC cells HIF-2a reporter, luciferase luminescence, overnight; inhibition, % at 18.8 µM; hit rate 0.72% among 360,000; AID 624352;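 active = inhibition of the luminescence signal of 40% or more relative to plate controls, in a single-dose primary screen at 18.75 µM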
# Peg3 promoter = reduces Peg3 promoter-driven luciferase expression in HeLa; HeLa PEG-Prom luciferase reporter, luminescence, overnight; AID 588405; hit rate 1.7% among 360,000; inhibition, % at 20 µM;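 active = inhibition of at least 50% at 20 µM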
# CF NFkB block = blocks PAF-induced NF-kB reporter in cystic fibrosis cells | KKLEB NF-kB-GFP reporter, GFP fluorescence overnight | inhibition, % at 5 µM | hit rate 0.86% among 360,000 | AID 588850;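 active = at least 50% inhibition at 5 µM, scaled per plate between neutral and stimulator controls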;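 also: PAF is a Pseudomonas aeruginosa culture filtrate used as stimulus; plate controls were PAF-stimulated DMSO wells for no effect and unstimulated DMSO wells for full effect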
# Shn3 inh set2 = reduces Shn3 3'UTR luciferase signal in osteoblasts | hit rate 0.52% among 360,000 | Clone20 osteoblast Shn3 3'UTR firefly luciferase, 24 h | inhibition, % at 12.5 µM;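 active = mean inhibition of at least 75% with every replicate also reaching 75%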;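 also: 0% = median of neutral control wells and 100% = pilot-screen positive control compound; some compounds past the cut are filed as inactive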
# PDI inh = PDI (human) enzyme inhibition; inhibition, % at 10 µM; PDI insulin aggregation turbidity, A650, 90 min; hit rate 0.052% among 350,000; AID 588391;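 active = mean inhibition across replicates of 30% or more, whatever share of single replicates reach that level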;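 also: absorbance from insulin aggregation driven by PDI reduction with DTT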
# Target sequence (P07237 whole entry, looked up): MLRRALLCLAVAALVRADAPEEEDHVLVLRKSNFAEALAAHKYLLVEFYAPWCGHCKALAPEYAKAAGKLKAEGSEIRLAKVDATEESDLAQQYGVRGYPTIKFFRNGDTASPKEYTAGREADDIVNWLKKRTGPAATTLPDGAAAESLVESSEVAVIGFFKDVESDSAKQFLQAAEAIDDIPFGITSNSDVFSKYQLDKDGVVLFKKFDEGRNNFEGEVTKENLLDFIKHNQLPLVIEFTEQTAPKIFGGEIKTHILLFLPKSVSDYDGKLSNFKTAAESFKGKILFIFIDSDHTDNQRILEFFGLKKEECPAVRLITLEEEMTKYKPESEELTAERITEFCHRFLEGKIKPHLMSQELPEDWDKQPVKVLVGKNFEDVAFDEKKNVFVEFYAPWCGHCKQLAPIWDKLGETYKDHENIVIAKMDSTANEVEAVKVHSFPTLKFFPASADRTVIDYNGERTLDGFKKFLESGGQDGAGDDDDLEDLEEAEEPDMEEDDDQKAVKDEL
# NR2E3 ag-1 = agonists of human nuclear receptor NR2E3. GST-NR2E3/biotin-RetCOR TR-FRET, 1536-well. inhibition of corepressor binding, % at 4.78 µM. hit rate 0.12% among 320,000. AID 2300;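 active = percent inhibition above the cutoff of mean plus 3 SD of all tested compounds, set per screening campaign, cut at about 20% in these data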;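 also: 0% = DMSO wells and 100% = biotin wells as full block of FRET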
# Target sequence (Q9Y5X4 whole entry, looked up): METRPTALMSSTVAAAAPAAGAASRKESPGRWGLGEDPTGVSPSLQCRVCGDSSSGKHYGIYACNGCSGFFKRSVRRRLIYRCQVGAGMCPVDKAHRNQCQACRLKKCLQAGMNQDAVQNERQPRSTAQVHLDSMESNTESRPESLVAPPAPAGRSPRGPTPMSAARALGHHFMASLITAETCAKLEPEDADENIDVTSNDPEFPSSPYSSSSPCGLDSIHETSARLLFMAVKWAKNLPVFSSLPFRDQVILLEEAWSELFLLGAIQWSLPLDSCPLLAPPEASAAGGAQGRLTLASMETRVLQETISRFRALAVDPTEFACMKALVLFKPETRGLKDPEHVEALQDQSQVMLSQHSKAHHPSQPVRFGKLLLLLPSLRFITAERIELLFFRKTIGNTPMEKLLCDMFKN
#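 system = GST-tagged NR2E3 plus biotinylated RetCOR corepressor | input = 1.35 nM GST-NR2E3 | also added = 7 nM biotin-RetCOR | schedule = 5 h incubation at 4 °C | measured by = TR-FRET with europium anti-GST and streptavidin-D2, 340 nm excitation | read-out = percent loss of FRET ratio relative to control wells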
# Vif inh = HIV Vif inhibition. HEK293T cells, Vif self-association by quenched fluorescence, imaging, 24 h. inhibition, % at 7.49 µM. hit rate 0.35% among 340,000. AID 602346; in the data active = inhibition above about 50%, passing the limit was not always enough; also: some results filed as inactive read as strong as hits
# TRPM1 prom inh = MITF TRPM1 promoter inhibition in SK-MEL-5 cells. inhibition, % at 12.5 µM. hit rate 0.83% among 330,000. SK-MEL-5 TRPM1 promoter luciferase, 24 h;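 active = mean inhibition across replicates of 60% or more, whatever share of single replicates reaches that level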; also: values of inactives mirror those of a sister screen read the other way
# KKLEB tox = counter-screen for CF NF-kB inhibitors: cytotoxicity. hit rate 0.36% among 360,000. KKLEB CF airway cells viability, ATPlite luminescence, overnight; hits give low values; cells stimulated with P. aeruginosa culture filtrate. activity change (cytotoxicity), % at 5 µM. AID 602141;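 active = corrected activity change at or below -50% at 5 µM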
# NR2E3 ag-2 = human photoreceptor-specific nuclear receptor agonism; AID 602229; hit rate 0.35% among 360,000; Q9Y5X4; CHO-S Gal4-NCOR/VP16-NR2E3 two-hybrid, luciferase; inhibition of corepressor binding, % at 3.98 µM;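 active = inhibition above the mean of all tested compounds plus 3 SD, cut at about 70% in these data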;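 also: 0% = DMSO with NR2E3 transfected cells and 100% = cells lacking NR2E3 construct; higher means lower luciferase signal from less NR2E3 corepressor binding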
# * hit, by the source's call; / = no result given. This is a random part of the collection (roughly 3.3% active in at least one column).
entry	smiles	CaV13 FRET inh	HIF-2a inh	Peg3 promoter	CF NFkB block	Shn3 inh set2	PDI inh
1	O=C(O)c1cc2cc(Cl)ccc2oc1=O	-5	-22	2	-10	19	-4
2	CC(=O)c1ccccc1NC(=O)C1CC(=O)N(c2ccc3c(c2)OCCO3)C1 (configuration not stated)	-3	-8	-11	-4	0	1
3	COc1ccc(CNC(=O)CCc2nnc3ccc(N4CCC5(CC4)OCCO5)nn23)cc1	-2	6	-1	-4	10	-5
4	O=C(C1CCCO1)N1CCN(S(=O)(=O)c2cccc3nsnc23)CC1 (configuration not stated)	-6	9	20	-14	-16	13
5	O=[N+]([O-])c1ccc(OCCCOc2cccc3cccnc23)cc1	-21	-14	-2	14	6	-6
6	Cc1nn(CCO)c2nc(-c3cccs3)cc(C(F)(F)F)c12	-5	22	19	15	-25	5
7	CCc1nc2c(c(SC)nn2-c2ccccc2)c(N)c1C(=O)OC	/	7	-12	13	-8	-6
8	COc1ccc(N2CCN(CCOc3ccc4c(C)cc(=O)oc4c3)CC2)cc1	-3	3	2	-10	-12	1

entry	NR2E3 ag-1	Vif inh	TRPM1 prom inh	KKLEB tox	NR2E3 ag-2
1	2	2	0	10	-5
2	0	1	-6	8	4
3	2	-2	1	9	9
4	4	-16	0	9	-26
5	0	20	-17	-4	4
6	-3	11	9	-8	15
7	1	1	-12	-4	3
8	2	9	-5	18	5

# Continuation:
entry	smiles	CaV13 FRET inh	HIF-2a inh	Peg3 promoter	CF NFkB block	Shn3 inh set2	PDI inh
9	Nc1nc(Nc2ccc(Cl)cc2)nc(NCCO)c1[N+](=O)[O-]	-2	-46	22	-12	-18	13
10	Cc1ccc(S(=O)(=O)N2CCOCC2)cc1NC(=O)COC(=O)c1cnc(Cl)c(Cl)c1	-6	1	22	-4	0	-8
11	COc1ccc(C)cc1NC(=O)C(OC(=O)Cn1cnc2c1c(=O)n(C)c(=O)n2C)c1ccccc1 (configuration not stated)	-5	-5	3	-5	-11	-6
12	CCn1c(Cc2ccccc2)nnc1SCC(=O)Nc1ccccc1O	2	2	-14	-25	9	-7
13	O=C(CCCCl)NC(=S)Nc1cc(C(F)(F)F)ccc1N1CCOCC1	-4	12	4	36	24	0
14	CCCCc1cc(=O)oc2cc(C)cc(OCC(=O)N3C[C@H]4C[C@@H](C3)c3cccc(=O)n3C4)c12	/	11	10	18	-8	/
15	CCN(CC)S(=O)(=O)c1ccc(N2CCOCC2)c(NS(=O)(=O)c2cc(C(C)(C)C)ccc2C)c1	-4	4	14	6	-1	5
16	CC(NC(=O)c1ccc(=O)oc1)c1ccccc1 (configuration not stated)	/	16	-1	11	7	-7

entry	NR2E3 ag-1	Vif inh	TRPM1 prom inh	KKLEB tox	NR2E3 ag-2
9	5	8	/	15	6
10	/	-5	6	14	-12
11	4	-11	3	5	16
12	2	1	-16	12	8
13	-1	/	26	-4	-23
14	-2	-20	-10	2	-14
15	1	1	-10	0	50
16	1	1	-1	-1	-17

# (list continues)
entry	smiles	CaV13 FRET inh	HIF-2a inh	Peg3 promoter	CF NFkB block	Shn3 inh set2	PDI inh
17	CCOC(=O)c1sc(=S)n(-c2ccc(C)cc2)c1N	-4	-45	-11	-37	8	7
18	CC(C)CNC(=S)NNC(=O)c1csc2ccccc12	-9	-157	-128	-5	-26	8
19	COC(C(=O)Nc1ccnn1C1CCN(Cc2cnn(C)c2)CC1)c1ccccc1 (configuration not stated)	-7	3	1	-25	4	-6
20	CN(CCc1ccccn1)C(=O)CC1C(=O)NCCN1Cc1ccc(-c2ccccc2)cc1 (configuration not stated)	-4	4	-1	-9	10	4
21	Cc1ccccc1OCC(=O)Nc1nnc(C2CC2)s1	-6	-37	-25	-4	12	-4
22	COC(=O)c1cc(S(=O)(=O)N2c3ccccc3CC2C)c[nH]1 (configuration not stated)	-6	8	19	-2	-3	-3
23	Cc1c(NC(=O)c2c(F)c(F)c(F)c(F)c2F)c(=O)n(-c2ccccc2)n1C	-6	22	-2	-2	21	-9
24	Cc1ccc(N2C(=O)CC(NNC(=O)c3cccc(S(=O)(=O)N4CCCC4)c3)C2=O)cc1 (configuration not stated)	-2	17	0	14	-14	0

entry	NR2E3 ag-1	Vif inh	TRPM1 prom inh	KKLEB tox	NR2E3 ag-2
17	3	-6	3	-4	12
18	2	-5	-12	6	-25
19	-2	-6	-6	9	1
20	0	7	5	6	-9
21	0	3	-25	-3	1
22	1	-5	1	0	18
23	0	/	3	4	-7
24	4	2	16	-5	15

# Additional compounds follow:
entry	smiles	CaV13 FRET inh	HIF-2a inh	Peg3 promoter	CF NFkB block	Shn3 inh set2	PDI inh
25	COc1cc2c(cc1OC)C(=S)NC1(CCCC1)C2	-2	19	-5	8	7	14
26	Cc1cccc(-n2c(CNC(=O)c3cccc([N+](=O)[O-])c3C)n[nH]c2=S)c1	-18	5	-73	-21	-9	-2
27	Cc1cccc(-c2cccc(NC(=O)C3CCCN(C(=O)c4csc(C)n4)C3)c2)c1 (configuration not stated)	-2	-90	-89	5	8	-10
28	CC1(C(=O)NS(=O)(=O)C2CC2)CCCN(C(=O)c2ccccc2)C1 (configuration not stated)	-7	21	-6	-13	-11	1
29	CN(C)c1ccc(/C=N/NC(=O)C(O)(c2ccccc2)c2ccccc2)o1	-4	9	10	13	0	5
30	O=C(CSc1nc2ccc(NC(=O)c3ccccc3C(=O)O)cc2s1)Nc1ccc(F)c([N+](=O)[O-])c1	-2	-37	-103	-23	14	15
31	CC(C)CCNC(=O)NC(=O)COC(=O)C1CCN(S(=O)(=O)c2ccccc2F)CC1	-17	-6	4	13	-8	-4
32	O=C(COC(=O)c1cc(Cl)ccc1O)NNC(=O)c1ccc([N+](=O)[O-])cc1	-7	7	16	-12	-5	-6

entry	NR2E3 ag-1	Vif inh	TRPM1 prom inh	KKLEB tox	NR2E3 ag-2
25	4	3	-3	4	-6
26	-1	1	7	14	-48
27	1	-7	-3	3	-24
28	/	1	/	3	-6
29	5	1	-1	10	20
30	1	-7	-3	-12	-26
31	1	-3	8	-7	6
32	-4	8	0	-2	-7

# The results go on:
entry	smiles	CaV13 FRET inh	HIF-2a inh	Peg3 promoter	CF NFkB block	Shn3 inh set2	PDI inh
33	Cc1cnc(C(=O)N(c2ccccc2)C(c2ccccc2)c2nc3ccccc3[nH]2)cn1 (configuration not stated)	-5	-159	-130	-19	-42	/
34	CNC(=O)COC(=O)c1ccc(Cl)c(S(=O)(=O)N2CCCC2)c1	-3	-17	0	5	-8	5
35	CN(C)CCOc1ccc(-c2c(-c3ccccc3)sc3ccccc23)cc1	9	24	100*	82*	37	-1
36	Cc1c(C(=O)Nc2nc3ccccc3[nH]2)oc2c(Cl)cccc12	-5	-180	-61	-7	-31	5
37	O=C1OC(c2ccc(Br)cc2)=N/C1=C\c1ccco1	-5	-3	-1	-9	1	3
38	N#Cc1c(/N=C/c2ccc(-c3ccc(C(=O)O)c(Cl)c3)o2)sc2c1CCCC2	-6	-29	-27	8	-4	1
39	CCc1ccc2c(c1)c1nc(C)sc1n2CC	-5	-19	-10	4	6	0
40	O=C1CC(c2ccccc2)c2ccccc21 (configuration not stated)	-5	14	-6	-27	6	-5

entry	NR2E3 ag-1	Vif inh	TRPM1 prom inh	KKLEB tox	NR2E3 ag-2
33	/	/	/	-5	-67
34	-2	-7	-3	0	-16
35	/	-4	61*	-89*	17
36	3	1	-11	-1	-50
37	4	-4	-12	4	-19
38	-1	-4	-13	1	-11
39	1	-3	-8	0	-14
40	3	0	4	6	6

# Further entries.
entry	smiles	CaV13 FRET inh	HIF-2a inh	Peg3 promoter	CF NFkB block	Shn3 inh set2	PDI inh
41	Cc1ccc(NC(=O)CC2NCCNC2=O)cc1 (configuration not stated)	/	-6	-5	8	-10	7
42	CC(C)(C)c1cc2nc3c(c(=O)n2[nH]1)CN(Cc1ccccc1)C3=O	-8	2	15	-5	-14	-2
43	CC(OC(=O)c1cccnc1Cl)C(=O)NCc1ccccc1 (configuration not stated)	-3	1	0	-28	12	9
44	CCCCC(=O)Nc1nnc(S(=O)(=O)N(C)Cc2ccco2)s1	-4	4	-6	-34	3	-3
45	CCn1c(=O)c(=O)[nH]c2cc(C(=O)N3CCN(c4ccccc4F)CC3)ccc21	-4	0	19	-4	-1	8
46	CC(=O)Nc1sc(N)nc1-c1ccccc1	-5	-1	0	8	-16	-8
47	CSc1nsc2nc(=O)c(/C=C3\C=Nc4ccccc43)c(N)n12	-2	-275	-147	-12	-20	5
48	CCOC(=O)c1nc(NCc2ccccc2F)c2ccccc2n1	-19	20	17	4	20	-1
49	CCOC(=O)C1CC2CC(C1)CN(C(=O)C1CCCCC1)C2 (configuration not stated)	-6	15	3	1	2	-5
50	CCC(C)(C(=O)Nc1ccccc1C)N(C(=O)CNC(C)=O)c1ccccc1C (configuration not stated)	-6	20	1	12	-7	-5
51	O=C(C1CCN(S(=O)(=O)c2ccc3c(c2)OCCO3)CC1)N1CCc2ccccc21	/	12	18	2	12	-5

entry	NR2E3 ag-1	Vif inh	TRPM1 prom inh	KKLEB tox	NR2E3 ag-2
41	-1	/	-2	-5	-11
42	-3	0	/	0	3
43	1	-2	-4	8	0
44	5	19	11	-2	-15
45	-1	-2	5	5	-5
46	2	-2	-1	-6	-33
47	2	0	-38	11	-78
48	-1	-1	-2	-6	1
49	1	-3	-4	-4	-2
50	3	-1	5	3	-46
51	-2	0	-2	0	-5

# From entry 39 to 48, copied from above:
entry	smiles	CaV13 FRET inh	HIF-2a inh	Peg3 promoter	CF NFkB block	Shn3 inh set2	PDI inh
39	CCc1ccc2c(c1)c1nc(C)sc1n2CC	-5	-19	-10	4	6	0
40	O=C1CC(c2ccccc2)c2ccccc21 (configuration not stated)	-5	14	-6	-27	6	-5
41	Cc1ccc(NC(=O)CC2NCCNC2=O)cc1 (configuration not stated)	/	-6	-5	8	-10	7
42	CC(C)(C)c1cc2nc3c(c(=O)n2[nH]1)CN(Cc1ccccc1)C3=O	-8	2	15	-5	-14	-2
43	CC(OC(=O)c1cccnc1Cl)C(=O)NCc1ccccc1 (configuration not stated)	-3	1	0	-28	12	9
44	CCCCC(=O)Nc1nnc(S(=O)(=O)N(C)Cc2ccco2)s1	-4	4	-6	-34	3	-3
45	CCn1c(=O)c(=O)[nH]c2cc(C(=O)N3CCN(c4ccccc4F)CC3)ccc21	-4	0	19	-4	-1	8
46	CC(=O)Nc1sc(N)nc1-c1ccccc1	-5	-1	0	8	-16	-8
47	CSc1nsc2nc(=O)c(/C=C3\C=Nc4ccccc43)c(N)n12	-2	-275	-147	-12	-20	5
48	CCOC(=O)c1nc(NCc2ccccc2F)c2ccccc2n1	-19	20	17	4	20	-1

entry	NR2E3 ag-1	Vif inh	TRPM1 prom inh	KKLEB tox	NR2E3 ag-2
39	1	-3	-8	0	-14
40	3	0	4	6	6
41	-1	/	-2	-5	-11
42	-3	0	/	0	3
43	1	-2	-4	8	0
44	5	19	11	-2	-15
45	-1	-2	5	5	-5
46	2	-2	-1	-6	-33
47	2	0	-38	11	-78
48	-1	-1	-2	-6	1

# Screens from PubChem BioAssay.
